From PubChem BioAssay
Anthrax LF prot: Bacillus anthracis LF protease inhibitors, primary screen, biochemical, multiplex microsphere, MLPCN library; AID 588501, 2011; inhibition, % at 10 µM; actives 0.12% (n = 360,000); multiplex microsphere protease cleavage assay; Lethal factor (Bacillus anthracis), P15917; also: plate controls were buffer without enzyme for full effect and enzyme alone for no effect
PfHsp40 rescue: rescue of yeast from PfHsp40 toxicity, primary screen, S. cerevisiae, ATP luminescence | S. cerevisiae expressing PfHsp40, growth rescue | actives 0.68% (n = 340,000) | growth rescue, % at 12.5 µM; in the data active = growth rescue above about 28%, passing the limit was not always enough; inconclusive = no clear call, values can overlap the other calls;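 also: yeast W303a lacking pdr1 and pdr3 grown in galactose medium; growth measured after three days at 30 °C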
BoNT A protease: BoNT/A light chain protease inhibitors, primary screen, biochemical, flow cytometry, MLPCN library | Botulinum neurotoxin type A light chain protease (Clostridium botulinum A str. ATCC 3502) | multiplex microsphere protease substrate cleavage | inhibition, % at 10 µM | actives 0.17% (n = 360,000); also: plate controls were buffer without enzyme for full effect and enzyme alone for no effect
BioA inh: M. tuberculosis BioA enzyme inhibitors, primary screen, biochemical, plate reader, single point, HTS; 7,8-diaminopelargonic acid synthase BioA (Mycobacterium tuberculosis); purified M. tuberculosis BioA enzyme; inhibition, % at 9.99 µM; actives 0.096% (n = 360,000); in the data active = inhibition above about 40%; inconclusive = no clear call, values can overlap the other calls
GDH-TPI inh: GDH-TPI coupling enzyme inhibitors, primary screen, artefact control for M. tuberculosis FBA inhibitor project, biochemical, absorbance, full deck | GDH-TPI coupled enzyme counterscreen, NADH absorbance | inhibition, % at 4.8 µM | actives 1.2% (n = 360,000) | AID 588335, 2011; in the data active = inhibition above about 30%;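 also: 0% = DMSO wells and 100% = wells lacking the enzyme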
FadD28 FP inh: inhibitors of FadD28 bisubstrate probe binding, primary screen, biochemical, fluorescence polarization, single point; inhibition, % at 12.5 µM; Mycobacterium tuberculosis FadD28 fatty-acid-AMP ligase; AID 588549, 2011; actives 0.22% (n = 360,000); in the data active = inhibition above about 8.5%, passing the limit was not always enough; inconclusive = no clear call, values can overlap the other calls
FBA Mtb inh: Mtb FBA enzyme inhibitors, primary screen, biochemical, fluorescence, strain H37Rv | Fructose-bisphosphate aldolase (Mycobacterium tuberculosis (strain ATCC 25618 / H37Rv)), … | purified M. tuberculosis FBA, fluorescence read-out | inhibition, % at 1 µM | actives 2.3% (n = 360,000) | AID 588726, 2011; in the data active = inhibition above about 27%;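 also: 0% = vehicle and 100% = reference inhibitor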
Target sequence (P9WQA3 whole entry, looked up): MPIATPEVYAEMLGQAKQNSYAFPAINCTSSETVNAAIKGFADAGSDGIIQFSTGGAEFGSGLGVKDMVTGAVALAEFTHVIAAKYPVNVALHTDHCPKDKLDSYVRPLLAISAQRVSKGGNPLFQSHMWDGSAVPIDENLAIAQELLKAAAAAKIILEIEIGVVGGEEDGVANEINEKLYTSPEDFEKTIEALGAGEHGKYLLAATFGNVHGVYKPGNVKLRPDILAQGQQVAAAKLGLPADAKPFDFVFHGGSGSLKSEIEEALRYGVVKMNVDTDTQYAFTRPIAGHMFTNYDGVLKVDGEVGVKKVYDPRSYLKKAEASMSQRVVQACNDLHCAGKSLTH
UGM FP inh: M. tuberculosis UGM enzyme inhibitors, primary screen, biochemical, fluorescence polarization, single point. UDP-galactopyranose mutase (Mycobacterium tuberculosis (strain ATCC 25618 / H37Rv)), …. actives 0.06% (n = 320,000). purified UGM, fluorescence polarization probe displacement. inhibition, % at 10 µM; in the data active = inhibition above about 10%, passing the limit was not always enough; inconclusive = no clear call, values can overlap the other calls
Target sequence (P9WIQ1 whole entry, looked up): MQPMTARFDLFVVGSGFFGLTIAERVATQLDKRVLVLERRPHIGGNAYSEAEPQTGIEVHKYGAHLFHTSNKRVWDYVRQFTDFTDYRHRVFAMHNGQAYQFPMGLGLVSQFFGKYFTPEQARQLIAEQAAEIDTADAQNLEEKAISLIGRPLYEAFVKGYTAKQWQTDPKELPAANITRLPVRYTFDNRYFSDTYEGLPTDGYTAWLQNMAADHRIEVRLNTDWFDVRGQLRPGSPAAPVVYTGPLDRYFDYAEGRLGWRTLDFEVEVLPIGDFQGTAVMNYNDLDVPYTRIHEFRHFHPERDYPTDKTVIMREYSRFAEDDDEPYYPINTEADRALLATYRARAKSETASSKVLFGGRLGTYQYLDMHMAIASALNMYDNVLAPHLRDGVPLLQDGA
BoNT-F LC inh: BoNT/F light chain protease inhibitors, primary screen, biochemical, flow cytometry, MLPCN library | AID 588497, 2011 | Botulinum neurotoxin type F light chain protease (Clostridium botulinum) | actives 0.22% (n = 360,000) | inhibition, % at 10 µM | Multiplex microsphere protease cleavage assay; in the data active = inhibition above about 35%, passing the limit was not always enough; inconclusive = no clear call, values can overlap the other calls; also: plate controls were buffer without enzyme for full effect and enzyme alone for no effect
Starred values were filed as active, the others as inactive; u = inconclusive; x = not tested or not shown; & = joins results of further samples. Rule as the data show it, unless noted: active = inhibition above about 30%; inconclusive = no clear call, values can overlap the other calls; inactive = below that.

Start of the data: the first 2 records, ahead of the listing:
structure	Anthrax LF prot	PfHsp40 rescue	BoNT A protease	BioA inh	GDH-TPI inh	FadD28 FP inh	FBA Mtb inh	UGM FP inh	BoNT-F LC inh
Cc1c(C(=O)O)nn(-c2ccccc2)c(=O)c1C#N	-1	0.0	-1.1	-0.1	16	-0.8	1	1.1	-2
O=C(O)C(Cc1ccccc1)NS(=O)(=O)c1ccc2c(c1)OCCO2 (configuration not stated)	x	-0.3	x	1.8	0	0.5	4	-1.7	x

This part in full, from the start:
structure	Anthrax LF prot	PfHsp40 rescue	BoNT A protease	BioA inh	GDH-TPI inh	FadD28 FP inh	FBA Mtb inh	UGM FP inh	BoNT-F LC inh
Cc1c(C(=O)O)nn(-c2ccccc2)c(=O)c1C#N	-1	0.0	-1.1	-0.1	16	-0.8	1	1.1	-2
O=C(O)C(Cc1ccccc1)NS(=O)(=O)c1ccc2c(c1)OCCO2 (configuration not stated)	x	-0.3	x	1.8	0	0.5	4	-1.7	x
CC1=C(C#N)C(=O)OC(C)(C)C1	3	-1.6	0.3	x	8	-1.1	-3	3.7	1
COc1ccccc1Nc1ncnc2c1c(C)c(C)n2CCCN(C)C	-15	-1.5	-1.6	0.3	5	1.4	-2	1.5	-16
CCOC(=O)C1CCCN(C(=O)c2ccc(S(=O)(=O)NCc3ccco3)cc2)C1 (configuration not stated)	4	-0.8	4.0	-0.2	5	0.6	-1	2.8	7
O=C(Nc1ccc2oc(-c3ccccc3)nc2c1)c1ccncc1	-2	0.2	-0.1	-1.8	11	-3.2	0	2.1	5
Cc1cc(C)c2[nH]c(=O)c(C(c3nnnn3CC3CCCO3)N3CCC(C)CC3)cc2c1 (configuration not stated)	-1	0.3	u	-0.8	17	0.7	4	-0.3	-3
O=C(NCCc1ccccn1)c1nc(Cn2cc(Br)cn2)no1	-3	1.6	2.6	1.2	0	0.2	0	-0.4	3
O=C(O)c1ccccc1-c1ccccc1C(=O)NCc1ccccc1Cl	x	8.9	x	-0.5	-2	-0.7	4	3.3	x
COc1cc(C(=S)N2CCOCC2)ccc1O	0	-0.7	0.5	-1.6	7	-1.2	1	0.1	0
CCOc1cccc(N2C(=O)CC(n3cnc4ccccc43)C2=O)c1 (configuration not stated)	3	-0.8	-0.7	-1.6	2	-2.1	-4	1.5	-2
Cc1ccc(NC(=O)CCNC(=O)N2CC(=O)Nc3ccccc32)cc1Cl	8	x	0.3	7.1	11	-1.7	2	x	-3
CSc1scc2c1-c1nc(SCC(=O)C(C)(C)C)ncc1CC2	-6	0.7	0.3	x	-5	-4.6	30*	1.5	-8
COP(=O)(OC)/C(C=O)=N/Nc1ccc([N+](=O)[O-])cc1	-8	0.1	-0.7	x	9	-1.9	-16	-0.7	-4
OC(C#CCN1CCOCC1)(c1ccccc1)C1CCCCC1 (configuration not stated)	-1	0.8	0.2	0.6	5	-0.2	0	1.3	-2
CCSc1nnc(-c2ccc(S(=O)(=O)N3CCOCC3)cc2)n1CC1CCCO1 (configuration not stated)	-8	-1.6	0.5	0.3	15	-0.6	19	0.4	3
O=C(O)c1cc(Cl)n[nH]c1=O	5	x	0.8	x	x	0.0	2	x	1
O=C(/C=C/c1ccc(Cl)cc1)NC(=S)Nc1ccc(CN2CCOCC2)cc1	-1	-0.3	0.2	x	7	-1.1	-1	3.2	2
N#Cc1ccc(C23OCCN2CCn2c3c3ccccc3[n+]2[O-])cc1 (configuration not stated)	-2	-0.1	0.8	-2.6	13	0.0	4	-0.1	8
COC(=O)C(C)N=Cc1ccccc1 (configuration not stated)	2	0.1	0.1	x	-2	-0.8	7	1.0	-4

Part of the list above in order of formula weight, highest first.
structure	Anthrax LF prot	PfHsp40 rescue	BoNT A protease	BioA inh	GDH-TPI inh	FadD28 FP inh	FBA Mtb inh	UGM FP inh	BoNT-F LC inh
O=C(NCCc1ccccn1)c1nc(Cn2cc(Br)cn2)no1	-3	1.6	2.6	1.2	0	0.2	0	-0.4	3
O=C(O)c1ccccc1-c1ccccc1C(=O)NCc1ccccc1Cl	x	8.9	x	-0.5	-2	-0.7	4	3.3	x
O=C(O)C(Cc1ccccc1)NS(=O)(=O)c1ccc2c(c1)OCCO2 (configuration not stated)	x	-0.3	x	1.8	0	0.5	4	-1.7	x

Further structures follow:
structure	Anthrax LF prot	PfHsp40 rescue	BoNT A protease	BioA inh	GDH-TPI inh	FadD28 FP inh	FBA Mtb inh	UGM FP inh	BoNT-F LC inh
CC(=O)c1c(C)[nH]c(=S)c(C#N)c1-c1ccc(F)cc1	-1	3.7	-0.8	1.0	25	-2.9	-4	-0.1	u
N#Cc1ccc(CN2C(=O)NC3(CCCCCC3)C2=O)cc1	-3	-0.8	-0.6	-0.5	-11	-1.8	0	1.6	-5
COc1ccc(C(=O)N2CCc3[nH]nc(-c4ccccc4)c3C2)cc1	1	1.4	1.4	0.3	-5	-1.7	1	-1.9	3
CC12CCC3c4ccc(OP(=O)(N5CC5)N5CC5)cc4CCC3C1CCC2=O (configuration not stated)	-3	-1.8	0.4	-2.7	4	-1.9	-1	x	8
CC(C)C(c1nnnn1C1CCCCC1)N1CCc2ccccc21 (configuration not stated)	-9	0.4	0.1	-1.0	7	-0.6	6	-1.3	-6
CCNc1nc(N)c(C(=O)c2ccc(Cl)s2)s1	-4	10	0.3	4.4	5	-0.7	3	2.3	24
NS(=O)(=O)c1ccc(NC(=O)COc2ccc(C(=O)c3ccc(F)cc3)cc2)cc1	1	1.0	1.4	-7.2	23	u	3	-2.1	2
O=C(COC(=O)c1cc(=O)[nH]c2ccccc12)NC1CCCCCCC1	-3	0.3	-0.7	x	6	-0.9	3	-2.9	-2
CCOc1cc(-c2sc(Nc3ccccc3)n[n+]2C)ccc1OC	2	0.2	0.3	6.5	-3	-1.6	8	1.9	3
CCC1CCCCN1C(=O)CCn1c(=O)oc2ccccc21 (configuration not stated)	3	2.8	0.2	-0.1	-19	-2.7	0	1.1	6
O=C(Cc1ccc(F)cc1)N1CCN=C1SCc1cccc([N+](=O)[O-])c1	0	-0.6	0.3	x	-2	-3.1	-2	x	2
Cc1c(C(=O)Nc2ccncc2)sc2nc(-c3ccc(F)cc3)cn12	-4	2.0	-1.0	-4.5	14	-1.5	3	1.7	-5
CC1CCN(C(=O)CN(c2ccccc2)S(=O)(=O)N(C)C)CC1	0	0.3	-0.2	x	2	-4.9	-3	-0.5	-2
Cc1onc(-c2ccccc2)c1C(=O)N/N=C/c1cccs1	u	0.3	-1.9	0.4	5	-1.2	0	-0.8	10
COCc1cc(C)nc(SCc2ccccc2)c1C#N	25	-0.2	-2.1	-0.4	-1	-1.4	2	-2.2	u
Cc1ccc(N2C(=O)C(Cl)=C(N3CCN(C)CC3)C2=O)c(C)c1	-2	-1.6	1.0	2.8	8	-3.4	-6	1.3	4
CC1CCCCN1C(=O)COC(=O)C1CCN(S(=O)(=O)c2ccc(Cl)c(C(F)(F)F)c2)CC1 (configuration not stated)	3	-0.2	7.1	-0.9	3	-0.1	1	-0.7	7
CCCCNC(=O)C1(C)CCCCN1C(=O)c1ccc2c(c1)C(C)(C)CCC2(C)C (configuration not stated)	3	x	-0.4	-0.2	13	-2.5	4	x	2
CN(C)C(CNC(=O)c1ccc(S(=O)(=O)NCc2ccco2)cc1)c1ccccc1 (configuration not stated)	-2	0.3	2.8	-0.6	-11	-1.2	1	-1.9	-13
O=C(Nc1ccnn1C1CCN(C(=O)Cc2ccccc2F)CC1)C1CC1	4	-0.8	3.3	-0.2	0	0.2	4	-2.2	6
CCOC(=O)C1C(=O)OC2(CCOC(C)(C)C2)C1C(=O)OCC (configuration not stated)	2	-0.3	-0.9	-1.1	-2	-3.8	1	-0.6	-8
COC(C[C@@H](O)[C@@H](C)[C@@H](O)COCc1ccccc1)OC	3	-0.4	-0.2	-3.8	-1	-1.2	6	x	2
COc1ccc(N2CCN(CCCNC(=O)Nc3ccccc3)CC2)cc1	1	-0.5	-0.9	-1.4	1	0.2	-3	-1.7	13
OC(CNCCc1ccc(Cl)cc1)COc1cc(Cl)ccc1Cl (configuration not stated)	4	2.0	-3.2	0.8	4	-2.2	2	0.2	-34
Cc1ccc2c(c1)C(c1ccccc1)CC(=O)O2 (configuration not stated)	-13	-0.6	-7.9	-2.3	-5	-1.6	3	0.2	u
C[C@H](CO)N1C[C@H](C)[C@@H](CN(C)C(=O)C2CCCCC2)OCc2cnnn2CCCC1=O	-7	x	-0.2	-3.3&-1.5	-18	-4.8	-3	x	-1
COc1ccc(OC)c(N2C(=O)NC(=O)C(CCc3ccncc3)(CCc3ccncc3)C2=O)c1	-1	-0.1	0.4	-0.9	13	1.9	-2	0.4	-1
CC1(c2ccccc2)NC(=O)N(CC(=O)Nc2cc3c(cc2Br)OCCO3)C1=O (configuration not stated)	-4	0.2	-0.7	x	5	-2.0	-1	-1.1	-13
CC(=O)N1CCC(C(=O)OCc2ccc(Cl)cc2)(c2ccccc2)CC1	7	3.5	2.1	2.5	3	-0.9	5	-0.6	-17
CC(C)NC(=O)C(=O)Nc1cc2c3c(c1)C(C)C(=O)N3CCC2 (configuration not stated)	-2	0.7	1.0	0.7	-10	-3.5	-5	-0.8	9
CC(C)Cn1c(-c2csc(C(C)C)c2)n[nH]c1=S	-7	4.7	0.5	1.3	-4	3.4	2	3.2	3
Cc1cc(NCc2ccccn2)ccc1Br	7	-0.6	0.1	0.1	12	-20	6	3.1	-3

Complete entries as entered above. Values in the order: Anthrax LF prot, PfHsp40 rescue, BoNT A protease, BioA inh, GDH-TPI inh, FadD28 FP inh, FBA Mtb inh, UGM FP inh, BoNT-F LC inh
`OC(CNCCc1ccc(Cl)cc1)COc1cc(Cl)ccc1Cl` (configuration not stated) as listed: 4, 2.0, -3.2, 0.8, 4, -2.2, 2, 0.2, -34
`C[C@H](CO)N1C[C@H](C)[C@@H](CN(C)C(=O)C2CCCCC2)OCc2cnnn2CCCC1=O` as listed: -7, x, -0.2, -3.3&-1.5, -18, -4.8, -3, x, -1
`CC1(c2ccccc2)NC(=O)N(CC(=O)Nc2cc3c(cc2Br)OCCO3)C1=O` (configuration not stated) as listed: -4, 0.2, -0.7, x, 5, -2.0, -1, -1.1, -13
